# GAA inh: alpha-glucosidase (human) inhibition; purified human GAA, 4-MU-alpha-glucoside fluorescence; Potency, µM (doses to about 76.9 µM), without a hit: at the highest dose activity change, negative = inhibition, actives largely listed as inhibitors; 200,000 compounds, 0.005% hits; AID 1466;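 note: plate controls were uninhibited enzyme wells for no effect and no-enzyme background for full effect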
#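 Human alpha-glucosidase, 4 nM, pre-mixed with test compounds before 400 uM 4-methylumbelliferyl substrate; 20 min room temperature at pH 5.0. Fluorescence read after pH 10 stop; AC50 values from Hill-equation fits.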
# GLA spleen mod: inhibitors or activators of human alpha-galactosidase in spleen homogenate. human spleen homogenate, 4MU-alpha-Gal fluorescence, 40 min. Potency, µM (titrated, usually from 80 µM), for inactives: top-dose activity change, negative = inhibition, usual class: inhibitors. 240,000 compounds, 0.008% hits. AID 2107;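 note: 0% = enzyme with vehicle and -100% = no enzyme basal signal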
# Target sequence (P06280 32-429 limits assumed): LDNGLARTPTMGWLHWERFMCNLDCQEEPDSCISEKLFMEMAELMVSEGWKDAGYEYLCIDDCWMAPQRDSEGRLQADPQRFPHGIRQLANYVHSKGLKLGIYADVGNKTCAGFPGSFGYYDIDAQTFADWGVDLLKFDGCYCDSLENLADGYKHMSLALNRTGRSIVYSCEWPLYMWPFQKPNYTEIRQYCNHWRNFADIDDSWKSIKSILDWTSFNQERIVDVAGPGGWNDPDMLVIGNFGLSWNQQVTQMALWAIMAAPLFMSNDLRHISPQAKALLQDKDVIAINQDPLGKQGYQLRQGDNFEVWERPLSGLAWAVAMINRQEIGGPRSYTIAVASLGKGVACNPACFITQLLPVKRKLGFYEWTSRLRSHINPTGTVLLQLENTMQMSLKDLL
#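 Inhibition or activation of alpha-galactosidase in human spleen homogenate is scored by 4-MU fluorescence after 40 min at 37C, pH 5.0, with 1 mM substrate. AC50s come from concentration-response fitted to the Hill equation.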
# GAA glycogen mod: alters human alpha-glucosidase cleavage of glycogen. P10253. recombinant GAA, glycogen substrate, Amplex Red glucose oxidase fluorescence. Potency, µM (highest dose often 76.4 µM), for the others: at the highest dose activity change, negative = inhibition, actives largely listed as inhibitors. 300,000 compounds, 0.38% hits. AID 2100;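 note: 0% = full enzyme reaction and -100% = no-enzyme basal signal; the screen sought inhibitors and activators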
#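 Natural-substrate format: glycogen cleavage by 4 nM human enzyme, glucose read by Amplex Red coupling (Ex 573, Em 610 nm). Normalized to enzyme and no-enzyme controls.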
# GAA spleen mod: lysosomal alpha-glucosidase (human) modulation; human spleen homogenate, 4-MU-alpha-glucoside fluorescence; Potency, µM (titrated, usually from 79.9 µM), inactives show at the highest dose activity change, negative = inhibition, actives largely listed as inhibitors; 240,000 compounds, 0.006% hits; AID 2112;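 note: 0% = enzyme with vehicle and -100% = no enzyme basal signal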
#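 Human spleen homogenate (1 ug) incubated with compounds and 1 mM 4-methylumbelliferyl-alpha-D-glucopyranoside in pH 5.0 citrate/phosphate buffer, 37 C, 40 min. Stopped at pH 10; 4-MU fluorescence (Ex 365/Em 440 nm); AC50 by Hill fit.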
# NPSR antagonist: antagonists of human neuropeptide S receptor cAMP signaling. 220,000 compounds, 1% hits. Q6W5P4. CHO-NPSR cells, cAMP TR-FRET, antagonist mode. Potency, µM (doses to about 38.3 µM), for the others: at the top dose activity change, negative = inhibition, usual class: inhibitors. AID 1461; note: % is set by controls: 0 for no effect and ±100 for the full control effect; nearly all actives have a fitted effect of over 50% in size; many of its hits are not listed in these tables
# Target sequence (Q6W5P4 whole entry, looked up): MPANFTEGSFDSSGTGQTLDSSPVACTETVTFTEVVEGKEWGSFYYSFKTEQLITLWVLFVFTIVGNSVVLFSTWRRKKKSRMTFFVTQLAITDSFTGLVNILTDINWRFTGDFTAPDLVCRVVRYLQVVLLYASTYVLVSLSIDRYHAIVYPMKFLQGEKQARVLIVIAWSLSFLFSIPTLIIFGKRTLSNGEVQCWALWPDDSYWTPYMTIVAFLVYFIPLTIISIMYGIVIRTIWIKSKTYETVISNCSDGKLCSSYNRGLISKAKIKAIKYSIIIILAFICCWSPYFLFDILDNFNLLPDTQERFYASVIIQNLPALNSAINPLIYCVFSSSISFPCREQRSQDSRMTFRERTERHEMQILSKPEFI
# Tau fluor counter: counter-screen for tau fibril formation inhibitors | tau K18 P301L (four-repeat tau fragment) Alexa594 fluorescence, heparin fibrillization | Potency, µM (titrated, usually from 57.7 µM), inactives show at the highest dose activity change, negative = decrease | 280,000 compounds, 0.93% hits | AID 1463; note: % is set by controls: 0 for no effect and ±100 for the full control effect; nearly all actives have a fitted effect of over 55% in size
#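 Human K18 P301L tau (15 uM unlabeled plus 0.24 uM Alexa 594-labeled, final) in 100 mM sodium acetate pH 7 was mixed with compound and 20 uM heparin and incubated 6 hr at 37 C.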
# Epigenetic derep: derepresses silenced GFP reporter in murine cells; murine LDR cells, GFP reporter derepression, 30 h; Potency, µM (top dose mostly 53.9 µM), inactives show at the top dose GFP activation, usual class: activators; AID 1865; 280,000 compounds, 0.2% hits; note: % of control where 0% means no effect; nearly all actives have a fitted effect of over 60% in size
#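 Murine LDR cells carrying a silenced, genomically integrated CMV-driven GFP reporter were exposed to compound for 30 hours at 37 C. After PBS washes, GFP-positive cells (20–120 um objects) were counted by laser-scanning microplate cytometry.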
# ALDH1A1 block: inhibitors of human aldehyde dehydrogenase 1A1 | P00352 | 220,000 compounds, 7.3% hits | Purified ALDH1A1, NADH fluorescence, propionaldehyde substrate | Potency, µM (titrated, usually from 75.3 µM), for the others: at the top dose activity, negative = inhibition, usual class: inhibitors; active = well fitted inhibition curve with a large enough effect, not every such curve was filed as active; inconclusive = small, poorly fitted or top-dose-only effect, or another doubt; inactive = no such curve, though single readings can be large or run the other way;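 note: plate controls were no enzyme wells and a reference inhibitor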
# * = called active by the depositor; ? = inconclusive; · = no result given; & = joins results of further samples; [ ] = dose if it differs, or a comment. Unless noted, calls come from the whole dose curve; as a rule, active = well fitted curve in the direction sought with a large enough effect; inconclusive = small, poorly fitted or top-dose-only effect, or another doubt; inactive = no such curve, though single readings can be large; an effect the other way counts as inactive or inconclusive. Potency is the fitted concentration of half-maximal effect. Some of the compounds tested; the hit share may differ from the screen's.
no.	mol	GAA inh	NPSR antagonist	Epigenetic derep	ALDH1A1 block	Tau fluor counter	GAA glycogen mod	GLA spleen mod	GAA spleen mod
1	CCOc1ccc(NC(=O)CN2CCN(CC(=O)c3ccc(OC)c(OC)c3)CC2)cc1	0%	-11%[46.1 µM]	2.3%	7.1µM*	-3%	2%	-4%	-6%
2	Cc1cc(NC(=O)C2=C(O)c3ccccc3S(=O)(=O)N2C)no1	-5%[15.4 µM]	-2%	1.3%	0%	-7%&-14%	-2%	-7%	-6%
3	Cc1ccc(C(=O)NCC(=O)N/N=C/c2cccs2)cc1[N+](=O)[O-]	6%	7%	-2.0%	12%	-3%	-6%	15%	9%
4	Cc1cc(NC(=O)CSc2nc(N)c(NC(=O)c3ccccc3)c(=O)[nH]2)no1	-4%	16%	4.1%	0%	-9%	3%	1%	3%
5	Cc1ccc2nc(N/N=C\c3ccc([N+](=O)[O-])o3)nc(-c3ccccc3)c2c1	2%	?	3.1%	6%	10µM*[quencher]	7%	-5%	-17%
6	CC1Cc2ccccc2N1CC(=O)NC(=O)NC(C)(C)C (configuration not stated)	-2%	-7%	-2.8%	8%	-2%	5%	2%	0%
7	O=P(O)(c1ccccc1)c1ccccc1O	0%	2%[46.1 µM]	1.9%	3%	9%	4%	5%	1%
8	O=C(Nn1cnnc1)c1cc2c(s1)CCCCC2	-5%	-6%[46.1 µM]	0.0%	?	3%	1%	6%	5%
9	CCN(CC)CC(=O)Nc1sc2c(c1C(=O)c1ccccc1OC)CCC2	?	?	3.2%	1%	2%	-5%	3%	2%
10	COc1c(Br)cc(Br)cc1/C=N/n1c(C)nnc1C	-1%	-19%[46.1 µM]	-1.0%	9%	-2%	-2%	7%	4%
11	Cc1ccc(CSCc2nc3ccccc3[nH]2)cc1	-1%	17%	-0.8%	5%	-2%	7%	-2%	-2%
12	CS(=O)(=O)N1CC(C(=O)NC2CCCC2)Oc2ccc(Cl)cc21 (configuration not stated)	-4%	-4%[46.1 µM]	1.9%	10µM*	-11%	2%	-1%	-10%
13	O=C(Cn1ncc2c(=O)oc3ccccc3c21)NCc1cccnc1	6%	5%	-0.3%	7%	-3%	-5%	1%	0%
14	Cn1c2ccccc2c(=O)c2c(=O)n(Cc3ccco3)c(-c3ccc(F)cc3)nc21	·	-22%	-1.0%	·	-2%	-8%	4%	-1%
15	CCCCC(=O)Nc1ccc(NC(=S)NC(=O)c2cccs2)cc1OC	5%	-32%	1.0%	20µM*	-27%	1%	-1%	-2%
16	Cc1ccc(NC(=O)CSc2nc3nc(C)cc(C)c3c(=O)[nH]2)cc1	-7%	-28%[46.1 µM]	-1.0%	-26%	-2%	-7%	-1%	-1%
17	C/C(CC(=O)NCc1ccccc1)=N\NC(=O)c1cnccn1	2%	-20%[46.1 µM]	0.1%	-6%	2%	?	-3%	3%
18	CCOC(=O)c1sc(=S)n(-c2ccc(OC)cc2)c1C	·	-9%	-1.1%	·	-21%	0%	-2%	-2%
19	OCCC1CN(CC#Cc2ccccc2)CCN1C1CCCC1 (configuration not stated)	-3%	-11%	2.2%	-13%	-5%	-5%	4%	1%
20	COc1cc(NC(=O)c2ccccc2F)c(OC)cc1NC(=O)CN1CCOCC1	4%	9%	-1.1%	25µM*	-8%	1%	1%	1%

no.	mol	GAA inh	NPSR antagonist	Epigenetic derep	ALDH1A1 block	Tau fluor counter	GAA glycogen mod	GLA spleen mod	GAA spleen mod
21	COc1ccc(OC)c(NC(=S)N2CCN(C/C=C/c3ccccc3)CC2)c1	-3%	-7%[46.1 µM]	-3.4%	-2%	-17%	-13%	-6%	-9%
22	O=C(CSc1nnc(-c2ccco2)o1)c1ccccc1	-3%	-12%[46.1 µM]	0.5%	?	-1%	-11%	2%	-6%
23	C[N+]1=C2CCCCCN2C(O)(c2ccccc2)C1 (configuration not stated)	0%	18%[46.1 µM]	0.7%	-2%	4%	-6%	-1%	-2%
24	COC(=O)c1sc(NC(=O)c2oc3ccccc3c2C)nc1C	-3%	?	-2.1%	-14%	0%	3%	3%	0%
25	Cc1ccc(F)c(NC(=O)C2CCCCC2C(=O)O)c1 (configuration not stated)	-2%	-18%[46.1 µM]	-1.8%	0%	-12%	0%	?	-18%
26	O=C(CSc1ncc(C(F)(F)F)cc1Cl)N1CCN(S(=O)(=O)c2ccccc2)CC1	35µM*	?	4.4%	?	-9%	?	5%	-30%
27	CCc1nnc(N2C(=O)c3ccc(Oc4ccc([N+](=O)[O-])cc4)cc3C2=O)s1	-5%	1%	0.0%	3%	-2%	6%	-4%	-5%
28	CN(Cc1nccn1C)C(=O)CC1C(=O)NCCN1Cc1cccc(Oc2ccccc2)c1 (configuration not stated)	·	-13%	-1.2%	-4%	-11%	-2%	8%	3%
29	CCO/C(C)=C1\N=C(c2ccc(Cl)cc2)OC1=O	1%	-3%[46.1 µM]	-2.3%	10%	-1%	0%	-2%	-2%
30	Cc1cc(NC(=O)c2cncc(Br)c2)n(-c2ccccn2)n1	2%	-7%[46.1 µM]	-1.5%	-5%	-11%	2%	0%	-1%
31	COc1c(F)c(F)c(C(=O)Nc2ccccc2N2CCN(C(C)=O)CC2)c(F)c1F	-1%	-19%[46.1 µM]	-1.1%	?	-9%	-1%	7%	0%
32	CCn1c(O)c(C=NCCN2CCOCC2)sc1=S	-15%	-11%[46.1 µM]	-1.0%	2%	-6%	3%	1%	-2%
33	CCCCn1c(NCCC)nc2c1c(=O)[nH]c(=O)n2C	0%	?	-0.2%	10%	0%	5%	0%	-1%
34	Cc1onc(-c2c(F)cccc2Cl)c1C(O)c1ccc(F)cc1 (configuration not stated)	·	22%	-1.0%	·	-17%	9%	3%	4%
35	COc1ccc(C(=O)NC(=S)NCc2ccccc2)cc1	1%	?	-1.2%	22µM*	-25%	-18%	4%	3%
36	COc1ccccc1CNC(=O)CSc1ccc(C(=O)Nc2ccccc2OC)cc1[N+](=O)[O-]	-9%	6%	2.1%	-4%	?	14%	5%	8%
37	CC(=O)Nc1ccc(S(=O)(=O)N(C2=NCC(C)S2)c2ccccc2)cc1 (configuration not stated)	-9%	-13%[46.1 µM]	0.0%	13µM*	-16%	0%	-5%	-10%
38	CC[C@H]1C(c2ccccc2)=NN(c2ccccc2)[C@@H]1CO	·	·	4.5%	?	?	·	?	22%[119 µM]
39	O=C(O)CCc1ccc(-c2ccc(Cl)cc2)o1	-6%	-2%[46.1 µM]	3.6%	?	-1%	4%	3%	1%
40	COc1ccc(C(=O)COC(=O)CCCn2c(=O)oc3ccccc32)cc1	-11%	-16%[46.1 µM]	0.2%	?	-12%	2%	1%	-5%

# Arranged by the number under Epigenetic derep (high to low): 3 from the list above
no. | smiles | Epigenetic derep
27 | CCc1nnc(N2C(=O)c3ccc(Oc4ccc([N+](=O)[O-])cc4)cc3C2=O)s1 | 0.0%
34 | Cc1onc(-c2c(F)cccc2Cl)c1C(O)c1ccc(F)cc1 (configuration not stated) | -1.0%
28 | CN(Cc1nccn1C)C(=O)CC1C(=O)NCCN1Cc1cccc(Oc2ccccc2)c1 (configuration not stated) | -1.2%

# Grouped by structure: the compounds so far containing bromine.
no.	mol	GAA inh	NPSR antagonist	Epigenetic derep	ALDH1A1 block	Tau fluor counter	GAA glycogen mod	GLA spleen mod	GAA spleen mod
10	COc1c(Br)cc(Br)cc1/C=N/n1c(C)nnc1C	-1%	-19%[46.1 µM]	-1.0%	9%	-2%	-2%	7%	4%
30	Cc1cc(NC(=O)c2cncc(Br)c2)n(-c2ccccn2)n1	2%	-7%[46.1 µM]	-1.5%	-5%	-11%	2%	0%	-1%

# Next structures follow.
no.	mol	GAA inh	NPSR antagonist	Epigenetic derep	ALDH1A1 block	Tau fluor counter	GAA glycogen mod	GLA spleen mod	GAA spleen mod
41	CC1(C)CC(=O)CC(=NCC(=O)O)C1	-9%	5%[46.1 µM]	-1.0%	?	6%	-1%	-2%	1%
42	Cc1sc(NC(=O)CSc2nnnn2C(C)C)c(C#N)c1C	·	-17%	2.6%	·	-11%	7%	2%	3%
43	COc1cccc(CNC(=O)Cn2cc3c(n2)CCCC3)c1	9%	-17%[46.1 µM]	0.8%	-15%	-7%	2%	-11%	-4%
44	COC(=O)c1cn(NC(=O)c2cccc(N(C)C)c2)c(=O)c2ccccc12	0%	-26%[46.1 µM]	-1.2%	-2%	-19%	-10%	7%	3%
45	O=C(Nc1cccc2ncccc12)c1cc2ccccc2o1	2%	5%[46.1 µM]	-0.2%	-3%	-2%	8%	-11%	2%
46	COc1ccc(CC2(CO)CCN(S(=O)(=O)N(C)C)CC2)cc1	7%	6%	2.3%	?	-4%	12%	-6%	-6%

# Retrieved one by one from the entries so far:
no.	mol	GAA inh	NPSR antagonist	Epigenetic derep	ALDH1A1 block	Tau fluor counter	GAA glycogen mod	GLA spleen mod	GAA spleen mod
6	CC1Cc2ccccc2N1CC(=O)NC(=O)NC(C)(C)C (configuration not stated)	-2%	-7%	-2.8%	8%	-2%	5%	2%	0%
2	Cc1cc(NC(=O)C2=C(O)c3ccccc3S(=O)(=O)N2C)no1	-5%[15.4 µM]	-2%	1.3%	0%	-7%&-14%	-2%	-7%	-6%
26	O=C(CSc1ncc(C(F)(F)F)cc1Cl)N1CCN(S(=O)(=O)c2ccccc2)CC1	35µM*	?	4.4%	?	-9%	?	5%	-30%
14	Cn1c2ccccc2c(=O)c2c(=O)n(Cc3ccco3)c(-c3ccc(F)cc3)nc21	·	-22%	-1.0%	·	-2%	-8%	4%	-1%
27	CCc1nnc(N2C(=O)c3ccc(Oc4ccc([N+](=O)[O-])cc4)cc3C2=O)s1	-5%	1%	0.0%	3%	-2%	6%	-4%	-5%
19	OCCC1CN(CC#Cc2ccccc2)CCN1C1CCCC1 (configuration not stated)	-3%	-11%	2.2%	-13%	-5%	-5%	4%	1%

# Screens deposited in PubChem BioAssay by National Center for Advancing Translational Sciences (NCATS).
